# ELG1 genotoxic: inducers of genotoxicity in HEK293T ELG1-luciferase cells; HEK293T ELG1-luciferase reporter, luminescence, 16 h; Potency, µM (highest dose often 46 µM), inactives show at the top dose activity change, positive = activation, actives largely listed as activators; 330,000 tested, 1.3% active; note: % of control where 0% means no effect; nearly all actives have a fitted effect of over 60% in size
#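 HEK293T cells expressing luciferase-tagged ELG1 were exposed to compound or DMSO vehicle for 16 hr at 37 °C and 5% CO2. Luciferase activity was then measured with ONE-Glo after 30 min at room temperature.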
# BRCA1 expr up: BRCA1 expression activation. MCF7-BRCA1-FFLuc reporter, luminescence, 48 h; response scale: scaled: vehicle 0%, 10 µM genistein 100%. AID 624202. Potency, µM (series often up to 46.1 µM), for the others: top-dose activation, hits mostly activators. 380,000 tested, 1.1% active; note: nearly all actives have a fitted effect of over 80% in size; some results filed as inactive show a strong effect at the top dose
#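 Using MCF7 cells harboring a BRCA1 firefly luciferase reporter, plated 2 h before compound pinning, the screen measured luminescence after 48 h incubation. Responses were normalized to DMSO and 10 microM genistein, then fitted for concentration-effect.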
# FLuc counter: inhibits or activates purified firefly luciferase, miR-21 counter-screen. purified FLuc, Km substrates, luminescence inhibition. Potency, µM (top dose mostly 57.5 µM), for the others: at the highest dose activity change, negative = inhibition, hits mostly inhibitors. 360,000 tested, 6.9% active. AID 588342;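 note: plate controls were vehicle for no effect and reference inhibitor for full effect; nearly all actives have a fitted effect of over 55% in size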
# Target sequence (P08659 whole entry, looked up): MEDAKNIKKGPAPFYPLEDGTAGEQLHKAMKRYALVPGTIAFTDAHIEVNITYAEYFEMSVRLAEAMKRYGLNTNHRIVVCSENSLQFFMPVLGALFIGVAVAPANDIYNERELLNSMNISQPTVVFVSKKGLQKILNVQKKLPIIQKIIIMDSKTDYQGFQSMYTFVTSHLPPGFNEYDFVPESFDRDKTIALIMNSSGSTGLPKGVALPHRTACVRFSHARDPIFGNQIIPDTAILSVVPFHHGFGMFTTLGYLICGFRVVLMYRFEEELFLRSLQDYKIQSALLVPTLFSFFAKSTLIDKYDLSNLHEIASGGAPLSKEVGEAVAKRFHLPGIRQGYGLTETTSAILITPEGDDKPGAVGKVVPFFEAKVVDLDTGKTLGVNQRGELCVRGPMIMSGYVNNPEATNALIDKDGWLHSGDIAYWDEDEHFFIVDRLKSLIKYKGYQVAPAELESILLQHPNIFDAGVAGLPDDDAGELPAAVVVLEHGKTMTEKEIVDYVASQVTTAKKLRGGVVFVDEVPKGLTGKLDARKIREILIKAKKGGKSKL
#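 Purified P. pyralis luciferase (10nM final) with 10uM D-luciferin and 10uM ATP (Km levels) in 50mM Tris acetate pH 7.5, 10mM Mg acetate, 0.01% Tween-20, 0.05% BSA; qHTS 6-point titration, ~60 µM downward; luminescence read.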
# MBNL1 CUG block: MBNL1-poly(CUG) RNA binding inhibition; TR-FRET MBNL1-His/biotin-(CUG)12 binding, 665/545 ratio; Potency, µM (titrated, usually from 57.5 µM), for inactives: top-dose activity change, negative = inhibition, hits mostly inhibitors; 280,000 tested, 0.036% active; active = well fitted inhibition curve with a large enough effect in the signal ratio, with a control signal flat, not every such curve was filed as active; inconclusive = small, poorly fitted or top-dose-only effect, or effect the other way, or a change in a side signal; inactive = no such curve, though single readings can be large or run the other way; the % refers to the signal ratio; note: % is set by controls: 0 for no effect and ±100 for the full control effect
#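 MBNL1-His + Biotin-(CUG)12, cpd titration 92 nM–58 uM; Tb anti-His Ab 0.055 ng/ul, SA-XL665 5 nM (final); 60 min RT; ratiometric 665/545 nm, Ex 340 nm; normalized to buffer and full-complex controls.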
# Rab9 prom act: Rab9 promoter activation | Huh7 Rab9 promoter-luciferase reporter, luminescence, 24 h | 320,000 tested, 2.8% active | AID 485297 | Potency, µM (highest dose often 9.22 µM), inactives show at the highest dose activation, negative = inhibition, usual class: activators; note: % of control where 0% means no effect; nearly all actives have a fitted effect of over 60% in size
#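 Rab9 promoter-driven luciferase in stably transfected Huh7 cells; 1500 cells/well rested 2 h, exposed to compound in DMSO for 24 h at 37 °C, 5% CO2. Luminescence read 10 min after adding luciferase reagent at ambient temperature.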
# uPA generation: inhibitors of cell surface uPA generation; cell surface uPA generation assay, qHTS; Potency, µM (highest dose often 38.3 µM), without a hit: at the highest dose activity change, negative = inhibition, hits mostly inhibitors; 330,000 tested, 0.31% active; AID 540303; active = well fitted inhibition curve with a large enough effect; inconclusive = small, poorly fitted or top-dose-only effect; inactive = no such curve, though single readings can be large or run the other way; tested in mouse RAW 264.7 cells; note: % is set by controls: 0 for no effect and ±100 for the full control effect; nearly all actives have a fitted effect of over 55% in size
# NPC1 promoter act: activators of NPC1 promoter | Huh7 NPC1 promoter luciferase reporter, 24 h | Potency, µM (top dose mostly 9.22 µM), without a hit: at the highest dose activation, most hits filed as activators | 320,000 tested, 2.4% active;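 note: % of control where 0% means no effect; nearly all actives have a fitted effect of over 60% in size; reporter is driven by a mutant NPC1 promoter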
#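 Cells: Huh7 expressing luciferase under the NPC1 promoter, 1500/well. Seeded 2 h, compound added, incubated 24 h at 37 °C. Luciferase reagent, 10 min ambient, then luminescence.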
# Gal4-VP16 FLuc: counter-screen for ROR gamma inhibitors: Gal4-VP16 reporter. Drosophila S2 Gal4-VP16 UAS-luciferase, luminescence, 20 h. Potency, µM (series often up to 53.6 µM), without a hit: top-dose activity, negative = inhibition, most hits filed as inhibitors. 310,000 tested, 3.5% active;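 note: Gal4-VP16 expression switched on by copper sulfate through the metallothionein promoter; % is set by controls: 0 for no effect and ±100 for the full control effect; nearly all actives have a fitted effect of over 50% in size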
# p53 reactivator: restores transcriptional activity of mutant p53 | H1299 p53-A138V BP100-luciferase reporter, luminescence, 24 h | Potency, µM (doses to about 92.2 µM), for inactives: at the top dose activity change, positive = activation, most hits filed as activators | 320,000 tested, 0.063% active; note: % of control where 0% means no effect; nearly all actives have a fitted effect of over 45% in size
#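 H1299 (p53-null), stable ts p53-A138V + BP100-Luc; 1000 cells/well, Opti-MEM/10% FBS; cpd 4 pt, 1:5; 24 h, 37 deg C, 5% CO2; detection reagent 10 min RT; luminescence.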
# RORgamma inh: blocks mouse ROR gamma transcriptional activity. AID 2551. Drosophila S2 Gal4-RORgamma UAS-luciferase reporter, 20 h. 310,000 tested, 5.4% active. Potency, µM (doses to about 53.6 µM), inactives show top-dose activity change, negative = inhibition, hits mostly inhibitors. P51450; note: % is set by controls: 0 for no effect and ±100 for the full control effect; nearly all actives have a fitted effect of over 60% in size
# Target sequence (P51450 whole entry, looked up, the tested form may be a part): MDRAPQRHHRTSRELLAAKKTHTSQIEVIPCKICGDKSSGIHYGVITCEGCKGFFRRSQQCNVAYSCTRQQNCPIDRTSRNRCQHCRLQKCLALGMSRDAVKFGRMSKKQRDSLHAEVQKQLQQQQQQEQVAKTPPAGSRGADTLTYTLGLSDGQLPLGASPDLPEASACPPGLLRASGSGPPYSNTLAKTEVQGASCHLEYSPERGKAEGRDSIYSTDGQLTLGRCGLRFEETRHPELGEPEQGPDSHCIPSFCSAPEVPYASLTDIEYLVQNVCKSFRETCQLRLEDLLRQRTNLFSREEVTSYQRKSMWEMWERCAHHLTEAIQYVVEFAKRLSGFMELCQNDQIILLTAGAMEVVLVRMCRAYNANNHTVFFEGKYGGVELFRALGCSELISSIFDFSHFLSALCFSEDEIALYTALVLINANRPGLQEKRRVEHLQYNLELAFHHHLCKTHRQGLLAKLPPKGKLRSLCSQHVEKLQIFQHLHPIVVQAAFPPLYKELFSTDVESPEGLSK
#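 Luminescence from a UAS-regulated Photinus luciferase reporter in stably transfected Drosophila Schneider cells is measured; decreased signal marks ROR gamma inhibition. Fusion expression is induced by 700 uM copper sulfate for 20 hr.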
# An asterisk follows results filed as active; ? = inconclusive; . = no result given; & = joins results of further samples; [ ] = remark or other dose. Unless noted, calls come from the whole dose curve; as a rule, active = well fitted curve in the direction sought with a large enough effect; inconclusive = small, poorly fitted or top-dose-only effect, or another doubt; inactive = no such curve, though single readings can be large; an effect the other way counts as inactive or inconclusive. Potency is the fitted concentration of half-maximal effect.
SMILES,ELG1 genotoxic,BRCA1 expr up,FLuc counter,MBNL1 CUG block,Rab9 prom act,uPA generation,NPC1 promoter act,Gal4-VP16 FLuc,p53 reactivator,RORgamma inh
CCOCCCNC(=S)N1CCCC(c2nc3ccc(C)cc3[nH]2)C1 (stereo not given),0%,-19%,-2%,-4%,-15%,-10%,-5%,23%,-1%,-15%
O=C(NC1CCCCCC1)c1cc(-c2ccccn2)nc2ccccc12,-3%,-2%,-8%,6%,-3%,1%,-4%,-5%,-2%,17%
CCC(=O)NNc1nc2c(Cl)cccc2s1,3%,-6%,-3%,2%,-3%,6%,-1%,6%,3%,?
CCc1ccc(N2CC(C(=O)NCc3ccc4c(c3)OCO4)CC2=O)cc1 (stereo not given),0%,18%,-3%,7%,6%,.,7%,1%,1%,11%
Cc1ccc(Nc2c(-c3ccco3)nc3nc(C)cc(C)n23)cc1,-2%&-1%,-25%&0%,-12%,29%,-3%,6%,1%,?,-2%,24%
C[C@H](CO)N1C[C@H](C)[C@@H](CN(C)Cc2ccc(Oc3ccccc3)cc2)Oc2c(NC(=O)C3CC3)cccc2C1=O,-5%,-33%,.,.,.,?,.,.,-5%,.
COC(=O)c1ccc(CN(C(=O)N2CCN(C)CC2)S(=O)(=O)c2ccc(C)cc2)cc1,2%,34%,-1%,.,-2%,2%,0%,.,10%,.
O=C(Nn1c(O)c(C=C2N=c3ccccc3=N2)sc1=S)c1cccc(Cl)c1,-2%,1%,-15%,13%,-5%,.,2%,?,4%,?
COc1cc(C(=O)Nc2sc3c(c2C(=O)O)CCC(C)C3)cc(OC)c1OC (stereo not given),-15%,-1%,-16%,5%,-1%[1.84 µM],6%,-5%,-12%,3%,-18%
N#Cc1c(N)nc2c(c1N)CC(=O)N2c1ccccc1-c1ccccc1,6%,-19%,4%,6%,-4%,-2%,-3%,-7%,-16%,28%
Cc1ccc(N2C(N)=C(C#N)C(c3cc(CN4CCOCC4)cs3)C3=C2CC(C)(C)CC3=O)cc1 (stereo not given),4%,-15%,-7%,16%,-2%,14%,-3%,29%,1%,0%
CCOC(=O)C1=c2/c(=C/c3ccncc3)c(N)c(C(=O)OC)n2C(=O)C(c2ccncc2)S1 (stereo not given),0%,-22%,1%,-1%,-3%,2%,-1%,0%,12%,3%
CN(C)C(=S)Nc1ccc(S(=O)(=O)N2CCCCC2)cc1,-3%,2%,-1%,-8%,-8%,33%[activator],1%,17%,-2%,21%
CCOC(=O)c1cnc2ccc(OC)cc2c1Nc1ccc2c(c1)OCCO2,-5%,-71%,?,8%,2%,-8%,1%,-9%,-14%,18%
COC1(c2cc(-c3ccccc3)nc(N)n2)CCCCC1,-1%,-41%,2%,-11%,-4%,.,-1%,15%,0%,-12%
COc1ccc(O)c(CN2CCCC(N3CCN(c4ccccc4OC)CC3)C2)c1 (stereo not given),-8%,-18%,0%,-3%,-4%,0%,1%,1%,7%,-10%
CC1=C(C(=O)NCc2ccc(Cl)cc2)C2(CCC(C)CC2)OC1=O (stereo not given),-3%,-15%,-1%&-6%,-5%,1%,9%,-1%,3%,-2%,32%
COCCNC(=O)CCSc1nc(-c2ccc(OC)cc2)cc(C(F)(F)F)n1,-3%,-23%&-21%,-7%&-1%,-10%,0%,3%,1%,-4%,-2%,?
Cc1nn(C)cc1C(=O)Nc1ccccc1Br,0%,33%,-6%,-10%,0%,-4%,-1%,-1%,0%,24%
Cc1ccc(C)c(S(=O)(=O)NCc2ccc(C(=O)N3CC(C)OC(C)C3)cc2)c1 (stereo not given),0%,-3%,1%,-4%,-2%,1%,-2%,-6%,3%,-2%

# Shown bar-delimited: part of the list above.
SMILES | ELG1 genotoxic | BRCA1 expr up | FLuc counter | MBNL1 CUG block | Rab9 prom act | uPA generation | NPC1 promoter act | Gal4-VP16 FLuc | p53 reactivator | RORgamma inh
COCCNC(=O)CCSc1nc(-c2ccc(OC)cc2)cc(C(F)(F)F)n1 | -3% | -23%&-21% | -7%&-1% | -10% | 0% | 3% | 1% | -4% | -2% | ?
CN(C)C(=S)Nc1ccc(S(=O)(=O)N2CCCCC2)cc1 | -3% | 2% | -1% | -8% | -8% | 33%[activator] | 1% | 17% | -2% | 21%
COC1(c2cc(-c3ccccc3)nc(N)n2)CCCCC1 | -1% | -41% | 2% | -11% | -4% | . | -1% | 15% | 0% | -12%
COc1ccc(O)c(CN2CCCC(N3CCN(c4ccccc4OC)CC3)C2)c1 (stereo not given) | -8% | -18% | 0% | -3% | -4% | 0% | 1% | 1% | 7% | -10%
Cc1ccc(N2C(N)=C(C#N)C(c3cc(CN4CCOCC4)cs3)C3=C2CC(C)(C)CC3=O)cc1 (stereo not given) | 4% | -15% | -7% | 16% | -2% | 14% | -3% | 29% | 1% | 0%
CC1=C(C(=O)NCc2ccc(Cl)cc2)C2(CCC(C)CC2)OC1=O (stereo not given) | -3% | -15% | -1%&-6% | -5% | 1% | 9% | -1% | 3% | -2% | 32%

# Going on with the list.
SMILES,ELG1 genotoxic,BRCA1 expr up,FLuc counter,MBNL1 CUG block,Rab9 prom act,uPA generation,NPC1 promoter act,Gal4-VP16 FLuc,p53 reactivator,RORgamma inh
Cc1ccc2c(CN(C)Cc3cccc(F)c3)cc(=O)oc2c1,?,?,11µM*,-6%,21%[1.84 µM],-17%,?,0%,?,3%
CCOC(=O)C1(Cc2cccc(Cl)c2)CCCN(C(=O)c2cc(C(C)C)nn2C)C1 (stereo not given),-8%,-23%,-7%,-13%,16%,3%,4%,3%,-17%,?
Cc1ccc(C2=NN(CC(=O)NCc3ccccn3)C(=O)CC2)cc1,8%,3%,4%,-3%,-8%,7%,2%,-2%,-4%,17%
O=C(NCCCN1CCCC1=O)C(=O)NCC1OCCN1S(=O)(=O)c1ccc(Br)cc1 (stereo not given),0%,-6%,?,-8%,-8%,2%,10%,21%,-3%,?
O=C(C[C@H]1C/C=C\CC[C@@H](Cc2ccc(F)cc2)C(=O)OC[C@H]2CCCN2C1=O)NCCO,-1%,-18%,.,.,.,-2%,.,.,-4%,.
COc1ccccc1N1CCN(/N=C/c2cc(Br)ccc2F)CC1,1%,0%,?,-16%,6%,-11%,0%,-25%,12%,?
COc1ccc2[nH]c3c(c2c1)CCN1C(=O)C(CC(=O)NCc2ccco2)C[C@H](C(=O)N2CCCCC2)[C@@]31C (stereo not given in full),4%,-21%,.,.,.,?,.,.,-4%,.
CN(C)S(=O)(=O)c1cccc(NC(=O)CSc2ncnc3ccccc23)c1,-14%,-38%,?,-1%,-14%,-13%,0%,-16%,2%,?
C[C@@H]1NS(=O)(=O)[C@H]2C[C@@H]3C=C[C@]2(O3)[C@H]1OC(=O)c1ccc(C(C)(C)C)cc1,-1%,-16%,-4%,.,-8%,10%,-2%,.,-3%,.
CSCC[C@H](N)C(=O)NCC1CCC(C(=O)Nc2ccc3c(c2)OCO3)CC1 (stereo not given in full),2%,0%,-1%,-6%,-3%,-5%,-4%,-9%,.,-19%
CC(C)(C)OC(=O)NCCCC[C@H](NC(=O)c1nc[nH]c1C(=O)N[C@@H](CCCCNC(=O)OC(C)(C)C)C(=O)OC(C)(C)C)C(=O)OC(C)(C)C,-14%,0%,3%,-2%,-17%,-2%,-7%,-9%,-3%,?
Cc1ccc(CO/N=C/c2c(O)cc(C)oc2=O)cc1,1%,-1%,?,-9%,-5%,1%,-5%,-3%,2%,30%
CCN(CC(=O)Nc1c(F)cccc1F)C(=O)CNC(=O)c1ccco1,-2%,7%,-1%,.,0%,0%,-5%,.,8%,.
CCc1ccc(C(C)NC(=S)NC2CCCCC2)cc1 (stereo not given),-13%,-3%,-2%,-12%,3%,0%,-3%,3.2µM*,12%,2.2µM*
C=CCC[C@H](Cc1ccc(F)cc1)C(=O)OC[C@@H](Cc1c[nH]c2ccccc12)NC(=O)[C@@H](CC=C)CC(=O)NCCO,-10%,-52%,.,.,.,17%,.,.,-5%,.
CC(C)c1ccc(C(=O)Nc2nnc(S(=O)(=O)N3CCOCC3)s2)cc1,-2%,47%,17µM*,8%,0%,-16%,-5%,-13%,3%,?
Cc1ccc(NC(=O)N2CCc3ccccc3C2)cc1C,?,10µM*,8.5µM*,-4%,3.2µM*,6%,2.8µM*,26%,20%,2%
O=C(CCSCc1cccc(Cl)c1)NC1CCCC1,0%,1%,-5%,0%,1%,8%,-3%,-10%,1%,-4%
COc1ccc(-c2nc(C#N)c(NCCCn3ccnc3)o2)cc1OC,?,78%,15µM*,4%,20%,0%,24%,12%,10%,10%
COc1cc(C(=O)Nc2nc3ccc(S(=O)(=O)N4CCOCC4)cc3s2)cc(OC)c1OC,-4%,-4%,-1%,-9%,-6%,1%,-1%,17%,-8%,0%
CC(C)c1ccc(N2C(=O)CC(Sc3ncn[nH]3)C2=O)cc1 (stereo not given),0%,-16%,-6%,0%,-7%,-3%,-3%,?,5%,?

# No enrichment for hits; about 13% have a hit in one of these screens.
